High-throughput results (PubChem)
M1 PAM parental: nonselective calcium activators in parental CHO-K1 cells, primary screen, counter-screen for M1 PAM project, cell-based, Fluo-8 calcium fluorescence, full deck, 1536-well; ATP EC20; 0% at ATP EC20, 100% at ATP max; activation, % at 3 µM; hit rate 0.02% among 360,000; AID 602247, 2012;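 active = activation above the run cutoff, the mean activation of all test compounds plus 3 SD, cut at about 40% in these data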;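 note: peak over basal fluorescence ratio in a 140 s read after ATP addition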
M4 PAM: human M4 muscarinic receptor positive allosteric modulators, primary screen, CHO-K1 cells, Fluo-8 calcium fluorescence | Muscarinic acetylcholine receptor M4 (Homo sapiens), P08173 | CHO-K1 hM4/Gqi5, ACh EC20; 0% = ACh EC20, 100% = maximal ACh | activation, % at 3 µM | hit rate 0.4% among 360,000;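 active = activation above its plate's cutoff, the mean activation of sample wells plus 3 SD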; note: some results filed as inactive read as strong as hits
Target sequence (P08173 whole entry, looked up): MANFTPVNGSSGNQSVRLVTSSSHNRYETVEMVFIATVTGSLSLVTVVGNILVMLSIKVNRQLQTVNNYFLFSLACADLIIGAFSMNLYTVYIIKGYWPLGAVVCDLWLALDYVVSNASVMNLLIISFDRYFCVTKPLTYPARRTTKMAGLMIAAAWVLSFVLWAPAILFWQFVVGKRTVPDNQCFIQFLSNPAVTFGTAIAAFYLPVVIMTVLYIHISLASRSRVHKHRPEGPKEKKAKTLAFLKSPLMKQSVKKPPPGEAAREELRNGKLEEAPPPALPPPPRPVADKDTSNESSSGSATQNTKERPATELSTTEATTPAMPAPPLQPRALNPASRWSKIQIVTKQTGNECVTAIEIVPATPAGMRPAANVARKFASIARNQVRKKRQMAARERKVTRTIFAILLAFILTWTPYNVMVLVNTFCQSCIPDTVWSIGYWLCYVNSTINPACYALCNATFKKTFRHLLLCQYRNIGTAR
TAAR1 ag: human TAAR1 agonists, primary screen, Fluo-8 calcium fluorescence, CHO RD-HGA16 cells | hit rate 0.99% among 360,000 | vehicle wells 0%, saturating PEA agonist 100% | activation, % at 3 µM | Trace amine-associated receptor 1 (Homo sapiens), Q96RJ0 | AID 624467, 2012;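 active = activation above the mean activation of all test compounds in the run plus 3 SD, cut at about 38% in these data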
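System: CHO RD-HGA16 cells carrying human TAAR1 plus Gα16; Incubation: 17-24 h seeding, 75 min 37 °C dye, 30 min RT; Measured by: Fluo-8 fluorescence, 5 s baseline then 140 s kinetic read; Control set: DMSO and PEA EC100; Replication: single well for each compound.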
CHRM5 antagonist: human M5 muscarinic receptor antagonists, primary screen, CHO cells, Fluo-8 calcium fluorescence; hit rate 0.59% among 360,000; inhibition, % at 3 µM; Muscarinic acetylcholine receptor M5 (Homo sapiens), P08912; CHO-hM5 cells, ACh EC80;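 active = inhibition above a per-plate cutoff, the mean of that plate's test compounds plus 3 SD, cut at about 27% in these data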;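 note: 0% = acetylcholine EC80 with DMSO and 100% = DMSO without agonist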
Target sequence (P08912 whole entry, looked up): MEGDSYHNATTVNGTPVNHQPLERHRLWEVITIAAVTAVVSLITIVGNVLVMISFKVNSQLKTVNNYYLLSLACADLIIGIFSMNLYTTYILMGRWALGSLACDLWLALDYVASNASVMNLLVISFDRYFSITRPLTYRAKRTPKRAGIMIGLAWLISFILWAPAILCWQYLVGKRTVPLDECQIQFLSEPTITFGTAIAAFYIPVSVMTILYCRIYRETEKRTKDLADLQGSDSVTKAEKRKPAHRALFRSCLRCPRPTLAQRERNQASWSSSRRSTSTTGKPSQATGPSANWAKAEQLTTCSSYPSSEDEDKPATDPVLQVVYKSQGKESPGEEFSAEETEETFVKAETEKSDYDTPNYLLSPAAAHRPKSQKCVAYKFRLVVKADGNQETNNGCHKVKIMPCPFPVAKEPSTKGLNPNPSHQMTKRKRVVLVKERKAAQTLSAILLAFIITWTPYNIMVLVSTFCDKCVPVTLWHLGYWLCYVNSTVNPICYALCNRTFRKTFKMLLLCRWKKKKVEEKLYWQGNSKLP
M5 PAM: human M5 muscarinic receptor positive allosteric modulators, primary screen, CHO-K1 cells, Fluo-8 calcium fluorescence; Muscarinic acetylcholine receptor M5 (Homo sapiens), P08912; CHO-K1 hM5, ACh EC20 PAM; 0% = ACh EC20, 100% = ACh EC100; activation, % at 3 µM; hit rate 0.3% among 360,000;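 active = activation above the run cutoff, the mean activation of all test compounds plus 3 SD, cut at about 18% in these data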
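system = human M5 receptor in CHO-K1 cells | reagent = EC20 acetylcholine as agonist stimulus | compound dosing = single-point, 3 µM nominal | incubation = Fluo-8 loading 80 min at 37 °C plus 30 min room temperature | detection = Fluo-8 calcium dye fluorescence, kinetic read | benchmarks = low control EC20 acetylcholine (0%), high control EC100 acetylcholine (100%)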
CRFR2-BP ag: agonists of CRF-BP/CRF-R2 complex, primary screen, cell-based, HEK293, calcium dye fluorescence, uHTS | hit rate 0.46% among 350,000 | activation, % at 13.2 µM | calcium dye fluorescence (FLIPR); percent of saturating CRF peptide response;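 active = activation of at least 50%, plus an integration ratio under a set limit after plate pattern correction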;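 note: plate controls were neutral control wells without compound for no effect and CRF at EC100 for full effect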
CHRM5 agonist: human M5 muscarinic receptor agonists, primary screen, CHO-K1 cells, Fluo-8 calcium fluorescence | Muscarinic acetylcholine receptor M5 (Homo sapiens), P08912 | CHO-K1 hM5 cells; 0% DMSO wells, 100% maximal acetylcholine response | activation, % at 3 µM | hit rate 0.19% among 360,000 | AID 624037, 2012;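 active = activation above the run's mean over test compounds plus 3 SD, cut at about 23% in these data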;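 note: signal is peak over basal fluorescence ratio across the kinetic read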
CRFR2-BP antag: antagonists of CRF-BP/CRF-R2 complex, primary screen, cell-based, HEK293, calcium dye fluorescence, uHTS | CRF-induced calcium fluorescence | inhibition, % at 11.8 µM | hit rate 0.59% among 350,000;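 active = inhibition of the ligand-induced calcium signal above about 50% at the single tested concentration, limit read from the data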
TAAR1 antag: human TAAR1 antagonists, primary screen, Fluo-8 calcium fluorescence, CHO RD-HGA16 cells; Trace amine-associated receptor 1 (Homo sapiens), Q96RJ0; antagonist; inhibition, % at 3 µM; hit rate 1.5% among 360,000; AID 624466, 2012;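 active = inhibition above a per-plate cutoff, the mean inhibition of test compounds on that plate plus 3 SD, cut at about 49% in these data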;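 note: 0% = DMSO plus EC80 beta-PEA response and 100% = DMSO alone without agonist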
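System: RD-HGA16 CHO cells with stable hTAAR1 and Gα16 | Probe or stimulus: EC80 β-phenethylamine stimulus | Dosing: 3 µM, single point | Times: Dye loading 75 min at 37 °C, then 30 min room temperature | Measured by: Fluo-8 calcium-sensitive fluorescence | Read-out basis: % inhibition of agonist calcium response | Replicates: n of 1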
* marks the source's active call; other numbers are inactive results; . = no result given; & = joins results of further samples. Compounds as they come; 4.2% or so of the library scored in one or more.

SMILES	M1 PAM parental	M4 PAM	TAAR1 ag	CHRM5 antagonist	M5 PAM	CRFR2-BP ag	CHRM5 agonist	CRFR2-BP antag	TAAR1 antag
COCCn1nnnc1C(CC(C)C)N1CCN(C(=O)c2ccco2)CC1 (stereo not drawn)	19	0	12	-7	5	2.3	-1	-3	3
Cn1c(-c2ccc(C#N)cc2)c(C#Cc2ccccc2)c2ccccc21	10	0	5	3	2	0.1	-1	5	-23
COC(=O)C(C)N(C#N)c1nc(C)nc(C)n1 (stereo not drawn)	-7	15	8	10	-9	-1.9	1	24	-2
COc1ccccc1NC(CC(=O)c1ccccc1)C(=O)OCC(=O)c1ccc(C)cc1 (stereo not drawn)	13	-2	2	1	2	0.5	-1	4	11
Cn1c(CO)cnc1SCC(=O)c1ccc(Cl)cc1	20	0	2	-22	4	4.2	5	-26	-6
CCC1CCC2(CC1)NC(=O)N(CC(=O)N1CCc3ccccc31)C2=O (stereo not drawn)	3	4	-1	19	-4	-3.2	-2	-7	-25
COc1ccc(CCNC(=O)C(=O)c2c[nH]c3ccccc23)cc1OC	8	-6	4	10	-2	-3.5	0	15	2
Cc1cc(C)cc(OCC(O)CN2CC(C)OC(C)C2)c1 (stereo not drawn)	13	0	0	10	3	-0.9	-2	10	9
O=C(CSc1nc(=O)n(CCCN2CCOCC2)c2c1CCCC2)Nc1ccc(Cl)cc1	-17	-11	0	2	5	0.8	-5	8	-23
Cc1cc(-c2ccc(Cl)cc2)n2nc(N)nc2n1	26	28*	-3	-11	0	5.1	-2	-1	2
Cc1ccc(N(CC(=O)Nc2c(C)cccc2C)S(C)(=O)=O)cc1	14	0	0	-2	-5	-0.4	1	3	13
COc1ccc(-c2ccc(C(=O)NCC(C)C)c3occc23)c(C)c1	-6	-1	5	0	-3	.	-1	.	28
COc1ccc2c(C)cc(N3CCN(Cc4ccccc4)CC3)nc2c1	10	0	-4	8	1	-7.3	-3	14	-8
Cc1ccc(/C(N)=N/OC(=O)N2CCOCC2)cc1	12	2	7	0	-2	1.4	-1	1	8
CCC12CN3CC(CC)(CN(C1)C3c1ccccc1Cl)C2O (stereo not drawn)	6	2	10	-8	3	-0.2	-4	10	-11
CCOc1cccc(C2C(C(=O)c3ccc(C)o3)=C(O)C(=O)N2Cc2ccccc2)c1 (stereo not drawn)	17	10	0	4	1	0.5	0	-8	-35
CCOC(=O)C(=N/O)/C(C)=N/NC(=O)C(=O)Nc1cc(Cl)ccc1Cl	5	-4	0	4	1	-0.9	-3	1	-44
O=CNC(n1cnc2c(N3CCOCC3)ncnc21)C(Cl)(Cl)Cl (stereo not drawn)	20	-3	1	5	8	-1.3	3	7	-2
C=CCSc1nnc(-c2ccccc2NC(=O)CC)c(=O)[nH]1	-5	-5	7	2	2	-0.5	-1	0	7
CCCCN(C(=O)C1=COCCO1)c1c(N)n(CCCC)c(=O)[nH]c1=O	1	13	1	5	2	4.4	4	-16	12
CSCCC(NS(=O)(=O)c1ccccc1F)C(=O)NNC(=O)c1csc(N2CCOCC2)n1 (stereo not drawn)	-17	-2	1	4	-5	-0.3	-1	2	15
O=[N+]([O-])c1cccc(CSC2=NCCN2S(=O)(=O)c2ccccc2)c1	-7	-11	1	-2	-5	0.1	-7	20	-2
COc1ccc(-c2noc(CSc3nnc(CCc4ccccc4)n3-c3ccccc3)n2)cc1OC	8	-13	12	-1	-4	0.4	1	38	29
CCC1Sc2ccccc2N(CC(=O)NC2CC2)C1=O (stereo not drawn)	11	5	-1	-7	5	-0.1	4	8	-6
O=C(c1ccco1)N1CCN(C(=O)C2CCN(S(=O)(=O)c3cnc[nH]3)CC2)CC1	16	11	7	-1	5	-1.1	-2	6	5
C=CCN1C(=O)C(C(C)CC)NC1=S (stereo not drawn)	20	-1	1	-4	4	7.1	1	-24	3
COCC(C)OC(=O)c1c(N)n(CCCN2CCOCC2)c2nc3ccccc3nc12 (stereo not drawn)	1	-3	1	12	2	0.2	-1	26	-9
CCOC(=O)c1ccccc1NC(=O)CSc1nc2ccccc2c(=O)[nH]1	7	-2	1	14	10	-2.3	2	-4	-34
CC(=O)Nc1ccc(OCC(O)Cn2cccn2)cc1 (stereo not drawn)	-7	2	6	6	-3	7.3	0	18	-3
Cc1csc(NC(=O)CCCc2cccs2)n1	-1	-14	2	14	-17	-1.9	4	-3	-14
CCOc1ccccc1/C=C/C(=O)NCC(=O)N1CCC(N(C)C2CCCCC2C)CC1 (stereo not drawn)	3	-8	-1	-9	10	0.2	-5	-5	-4
C=C(C)Cn1c(CCCNC(=O)CC)nc2ccccc21	-1	-3	12	-7	7	0.2	0	-7	-12
Cc1n[nH]c(C)c1N1C(=O)c2cccc3c(N4CCCCCC4)ccc(c23)C1=O	-3	-29	148*	54*	-21	400*	76*	-375	82*
O=C(c1cccc(Cl)c1)N1CCC(=O)N(C(CO)Cc2ccccc2)CC1 (stereo not drawn)	-12	11	20	4	4	0.2	4	0	-4
Oc1ccccc1-c1nc(NCc2cccnc2)c2ccccc2n1	19	-4	2	15	-4	-0.2	-6	-12	-22
O=C(O)COCC(=O)NC1CCN(Cc2ccccc2)CC1	-15	-6	3	15	-3	-1.0	1	1	-14
O=S(=O)(c1cccc(Cl)c1)N1CCSc2ccccc21	25	-2	-3	6	-6	-1.8	-7	11	19
Cc1occc1C(=O)NC1CCCN(Cc2ccc(Cl)cc2)C1 (stereo not drawn)	-3	-3	0	5	-1	1.2	-8	-2	-10
Cc1ccc(S(=O)(=O)Nc2nc(-c3ccccc3)cs2)cc1	10	-4	2	-1	1	-0.1	-2	6	-23
CCOC(=O)c1ccc(C(=O)NNC(=O)C2C3C=CC(C3)C2C(=O)O)cc1 (stereo not drawn)	-15	-2	0	-4	2	-0.2	-4	3	-6
N#Cc1c(/N=C/c2ccco2)sc2c1CCCCC2	10	1	7	-5	7	-0.4	-12	21	13
COc1cc(C(c2c(C)[nH][nH]c2=O)c2c(C)[nH][nH]c2=O)ccc1OS(=O)(=O)c1ccc(C)cc1	12	-2	3	1	1	-0.2	1	-43	9
CC1(C(=O)NS(=O)(=O)c2cccs2)CCN1C(=O)CC1CCCCC1 (stereo not drawn)	3	-3	6	1	5	.	0	.	-7
Cc1c(-c2cc(C(=O)O)on2)cnn1C	-12	-1	9	9	-9	3.3	-2	-43	6
CCCn1nnnc1SCC(=O)Nc1nnc(CC)s1	-3	-1	7	6	7	-0.5	0	8	-12
CCCCNC(=O)CSc1nc2ccc(C)cc2[nH]1	5	-3	7	6	2	-0.3	2	-12	-7
CCN1CCN(CC(=O)c2ccc(C)cc2)CC1	11	9	1	-5	2	-0.3	-1	2	4
O=C(c1ccc2ncsc2c1)N1CCCCC1	-7	2	1	2	-3	0.1	-2	-4	-18
CCOC(=O)Cc1nnc(NC(=O)C(CC)Sc2nnc3c4ccccc4n(C)c3n2)s1 (stereo not drawn)	-6	1	5	-1	-2	0.8	5	-7	-2
COc1ccc(Cl)cc1NC(=O)C1CCCN(c2ncnc3c2nc2n3CCCCC2)C1 (stereo not drawn)	9	8	3	-2	-3	-1.2	-3	21	-8

Structures from the list above that have a thiophene ring, fused or not, in the order listed:
SMILES	M1 PAM parental	M4 PAM	TAAR1 ag	CHRM5 antagonist	M5 PAM	CRFR2-BP ag	CHRM5 agonist	CRFR2-BP antag	TAAR1 antag
Cc1csc(NC(=O)CCCc2cccs2)n1	-1	-14	2	14	-17	-1.9	4	-3	-14
N#Cc1c(/N=C/c2ccco2)sc2c1CCCCC2	10	1	7	-5	7	-0.4	-12	21	13
CC1(C(=O)NS(=O)(=O)c2cccs2)CCN1C(=O)CC1CCCCC1 (stereo not drawn)	3	-3	6	1	5	.	0	.	-7

Additional entries.
SMILES	M1 PAM parental	M4 PAM	TAAR1 ag	CHRM5 antagonist	M5 PAM	CRFR2-BP ag	CHRM5 agonist	CRFR2-BP antag	TAAR1 antag
Cc1ccc(Cl)cc1N1CCN(Cc2cc(=O)n3ccsc3n2)CC1	-10	2	-1	-14	19*	4.5	0	-8	-26
Cc1ccc(OCC(=O)NCc2ccc3c(c2)OCO3)c([N+](=O)[O-])n1	10	0	0	0	5	-1.9	-4	5	-23
CCOc1ccc2ccccc2c1C(=O)N[C@@H]1C(=O)N2[C@@H]1SC(C)(C)[C@@H]2C(=O)O	-1&22	-14&1	0&1	0&-4	-17&3	-1.2&-1.6	9&1	-4&0	8&-23
CC1CCC(NC(=O)CCS(=O)(=O)c2ccc3c(c2)CC(C)N3C(=O)C2CC2)CC1 (stereo not drawn)	19	-9	-1	-13	-5	-3.5	0	-17	-7
COC(=O)CSc1nccc(-c2cccs2)n1	16	-1	1	2	3	-0.3	3	-1	-16
COc1ccc(N2C(=O)C3C(C2=O)C3(c2ccccc2)c2ccccc2)cc1 (stereo not drawn)	-1	6	1	12	0	0.5	-5	6	-55
Cc1ccc(C2=NOC(C)(c3nnc(-c4ccccc4)o3)C2)cc1 (stereo not drawn)	-13	-2	11	3	-1	-3.2	2	11	6
CCOc1ccc(C(=O)NC(=S)Nc2ccccc2N2CCOCC2)cc1Br	7	-6	3	7	-8	-1.8	0	-38	21
O=C(N/N=C/c1ccccc1)c1cc(-c2ccc3c(c2)OCO3)n[nH]1	9	-3	14	0	3	16	-3	-5	21
Cc1[nH]c(C)c(S(=O)(=O)Nc2ccccc2Cl)c1C(=O)N1CCCC1	2	6	2	17	-4	1.8	-6	7	-15
COc1ccc(S(=O)(=O)N2CCCCCC2)cc1C(=O)N(C)CC(=O)Nc1ccc(F)cc1	9	-7	4	8	-9	0.0	3	-12	-10
CCOc1ccccc1CNC(=O)CNC(=O)c1cccs1	16	4	.	-4	6	-1.3	-2	9	.
CCN(Cc1ccccc1)C(=O)c1[nH]c2ccc(OC)cc2c1C	1	-4	0	5	-1	-0.4	-3	12	-9
COc1ccc(NCc2n[nH]nc2-c2ccccc2)cc1Cl	22	6	1	-7	8	-2.2	-3	-14	-4
